MPTP inh: inhibitors of mitochondrial permeability transition pore; actives 1.4% (n = 360,000); AID 602449; isolated mouse mitochondria, Ca2+ swelling absorbance, 30 min; inhibition, % at 10 µM;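 active means inhibition of 50% or more, scaled per plate between neutral and stimulator controls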;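 further: 0% = DMSO wells given calcium and 100% = 1 mM EGTA wells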
APOBEC3A inh: inhibitors of human APOBEC3A DNA deaminase; P31941; recombinant A3A, FAM/TAMRA ssDNA deamination fluorescence; inhibition, % at 20 µM; actives 0.41% (n = 330,000); AID 493011;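 active means at least 40% inhibition at 20 µM here, with at most 30% in a related deaminase screen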;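 further: plate controls were A3A with DMSO for no effect and wells lacking A3A enzyme for full effect; some results filed as inactive read as strong as hits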
Target sequence (P31941 whole entry, looked up): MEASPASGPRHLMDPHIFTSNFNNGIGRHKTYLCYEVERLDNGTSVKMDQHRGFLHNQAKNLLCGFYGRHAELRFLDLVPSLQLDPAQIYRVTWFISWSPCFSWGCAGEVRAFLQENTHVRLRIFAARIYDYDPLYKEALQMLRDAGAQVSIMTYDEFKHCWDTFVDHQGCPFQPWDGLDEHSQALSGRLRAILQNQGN
mIAP block: blocks mouse intestinal alkaline phosphatase; actives 0.2% (n = 330,000); inhibition, % at 10 µM; purified mouse IAP, CDP-Star luminescence, 30 min;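 active means inhibition of at least 40% at 10 µM in the primary screen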;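 further: plate controls were DMSO with enzyme for no effect and no enzyme wells for full effect; values of inactives mirror those of a sister screen read the other way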
beta cell repl: inducers of beta-cell replication in MIN6 cells; MIN6 cells proliferation, ATPlite luminescence, 48 h; cells starved in 0.2% serum; 100% = growth in 10% serum; proliferation, % at 10 µM; actives 0.29% (n = 330,000); AID 2380;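 active means compounds whose signal lies at least 3.5 SD above the mean of all wells on their plate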;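 further: 0% = DMSO-treated cells in low-serum medium and 100% = 10% serum control; some compounds called inactive have numbers as strong as hits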
ATG4B inhibitor: inhibitors of human ATG4B cysteine protease; Q9Y4P1; ATG4B cleavage of LC3-PLA2, NBD-HPC fluorescence, 1 h; inhibition, % at 8.33 µM; actives 0.51% (n = 340,000); AID 504462; in the data active means inhibition above about 40%
hIAP block: blocks human intestinal alkaline phosphatase; P09923; actives 0.12% (n = 330,000); inhibition, % at 10 µM; AID 2544; purified IAP, CDP-Star luminescence, 30 min;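 active means inhibition reaching a set limit with compound at 10 µM in the primary screen, cut at about 35% in these data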;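 further: plate controls were DMSO wells with enzyme for no effect and no-enzyme buffer wells for full effect; values of inactives mirror those of a sister screen read the other way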
Target sequence (P09923 whole entry, looked up): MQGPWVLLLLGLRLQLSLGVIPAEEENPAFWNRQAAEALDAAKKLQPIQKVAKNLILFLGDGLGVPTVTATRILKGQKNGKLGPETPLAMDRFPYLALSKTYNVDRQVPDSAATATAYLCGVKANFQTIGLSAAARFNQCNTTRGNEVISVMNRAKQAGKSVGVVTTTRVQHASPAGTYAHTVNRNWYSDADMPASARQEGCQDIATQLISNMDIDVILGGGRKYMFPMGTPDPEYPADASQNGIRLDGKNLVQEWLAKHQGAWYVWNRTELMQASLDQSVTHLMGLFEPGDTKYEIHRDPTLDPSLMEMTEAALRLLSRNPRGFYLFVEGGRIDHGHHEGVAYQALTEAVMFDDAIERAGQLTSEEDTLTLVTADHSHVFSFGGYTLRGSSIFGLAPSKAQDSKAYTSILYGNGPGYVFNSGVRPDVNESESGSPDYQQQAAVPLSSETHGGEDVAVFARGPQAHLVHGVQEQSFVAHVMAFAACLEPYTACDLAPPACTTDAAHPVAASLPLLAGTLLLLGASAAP
mIAP activ: mouse IAP activation; muIAP, CDP-Star luminescence, 30 min; hits give high values; 1 = vehicle-only enzyme signal, 0 = enzyme-free wells; activation factor at 10 µM; actives 0.24% (n = 330,000); AID 2805;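 active means activation factor of at least 2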; further: the source names both 10 and 20 µM as test concentration; values of inactives mirror those of a sister screen read the other way
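Assay system: mouse IAP enzyme / Compound: DMSO-dissolved test compounds / Timing: 30 min, room temperature / Measured by: luminescence from enzymatic CDP-Star hydrolysis / Control set: DMSO-only wells, enzyme-free buffer wells as negative control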
APOBEC3G inh: APOBEC3G (human) deaminase inhibition | actives 0.28% (n = 330,000) | recombinant A3G, ssDNA deamination FAM/TAMRA fluorescence | Q9HC16 | AID 493012 | inhibition, % at 20 µM;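 active means inhibition of at least 40% at 20 µM, with no more than 30% in the related APOBEC3A deaminase screen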;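 further: plate controls were DMSO wells with A3G for no effect and wells lacking A3G enzyme for full effect; some compounds called inactive have numbers as strong as hits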
Target sequence (Q9HC16 whole entry, looked up): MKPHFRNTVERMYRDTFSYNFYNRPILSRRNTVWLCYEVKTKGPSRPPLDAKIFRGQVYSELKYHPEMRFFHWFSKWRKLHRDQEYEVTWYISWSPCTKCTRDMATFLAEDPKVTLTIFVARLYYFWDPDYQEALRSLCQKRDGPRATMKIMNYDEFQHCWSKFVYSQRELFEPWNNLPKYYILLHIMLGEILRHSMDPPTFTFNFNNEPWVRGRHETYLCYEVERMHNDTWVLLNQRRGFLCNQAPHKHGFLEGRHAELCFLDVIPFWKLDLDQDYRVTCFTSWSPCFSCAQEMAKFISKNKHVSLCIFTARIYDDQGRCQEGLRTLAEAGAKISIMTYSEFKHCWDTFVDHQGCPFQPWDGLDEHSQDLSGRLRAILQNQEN
hIAP activ: increases human intestinal alkaline phosphatase activity; AID 2524; actives 0.16% (n = 330,000); activation factor at 10 µM; purified human IAP, CDP-Star luminescence, 30 min; hits give high values; 1 = vehicle-only enzyme, 0 = enzyme-free background; P09923;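 active means activation factor of the enzyme at least 2-fold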; further: the source names both 10 and 20 µM as test concentration; values of inactives mirror those of a sister screen read the other way
* marks the source's active call; other numbers are inactive results.

SMILES	MPTP inh	APOBEC3A inh	mIAP block	beta cell repl	ATG4B inhibitor	hIAP block	mIAP activ	APOBEC3G inh	hIAP activ
O=C(Cc1ccc(Cl)cc1)Nc1ccc2oc(-c3ccncc3)nc2c1	-2.0	-0.1	7.2	1.5	-8.4	10.2	0.928	-3.4	0.898
Fc1ccccc1N1CCN(c2cnc3ccccc3n2)CC1	0.2	-20.8	8.8	-3.9	7.2	3.7	0.912	-6.5	0.963
CCC1(C)Cc2ccccc2-c2c1c(=O)n(Cc1ccccc1)c1nnnn21 (centres undefined)	5.8	1.2	4.6	-6.2	8.8	3.3	0.954	0.9	0.967
Nc1ccc(-c2c3ccc(=O)cc-3oc3cc(O)ccc23)c(C(=O)O)c1	0.2	-36.8	29.9	-0.8	-85.0	15.6	0.701	-70.9	0.844
CC(C)[C@H](NC(=O)N1CCn2c1nc1ccccc12)C(=O)N[C@H](C(=O)O)c1ccccc1	-1.0	-3.2	3.3	-1.3	-4.0	3.0	0.967	-8.1	0.97
Cc1cc(-c2nnc(SCC(=O)Nc3ccccc3C(F)(F)F)o2)c(C)n1-c1ccccc1	-1.7	4.0	9.0	-3.9	-12.6	-9.6	0.91	-2.4	1.1
Cc1cc(Nc2ccccc2O)c2ccccc2n1	-0.1	3.8	5.3	1.9	6.8	-2.2	0.947	-1.1	1.02
O=C(c1ccccc1)N(C1=NCCCCS1)c1ccccc1	7.1	-3.2	0.1	2.3	1.3	-11.6	0.999	-5.7	1.12
O=C(c1ccc(COc2ccc(Cl)cc2)cc1)N1CCCCC1	9.4	-2.0	10.5	-3.0	29.2	-21.5	0.895	-8.4	1.22
CC1CCCCN1C(=O)COC(=O)c1cc([N+](=O)[O-])ccc1N (centres undefined)	-1.0	-1.0	5.3	14.7*	1.9	-6.2	0.947	-5.9	1.06
COc1ccc(-n2c(C)c3c(OC)cccc(=O)c3c2C)cc1	0.7	-2.5	5.3	-0.7	1.6	19.5	0.947	-0.9	0.805
COc1ccc(C2=NNC(=O)CC2)cc1	-0.1	-1.0	-0.6	3.4	-7.6	-18.0	1.01	-4.5	1.18
Cc1ccccc1NC(=O)Cn1c(NCC(C)O)nc2ccccc21 (centres undefined)	0.0	0.2	-8.2	-2.3	2.5	-3.7	1.08	2.7	1.04
O=C(COC(=O)Cn1cnc2ccccc21)NCCc1ccc(Cl)cc1	-1.2	-2.3	-6.9	-2.2	-15.5	-5.8	1.07	-1.2	1.06
Cc1cccc(NC(=O)COC(=O)c2cccc3c2C(=O)c2ccccc2C3=O)c1C	-0.7	1.3	16.6	0.0	32.0	10.0	0.834	-8.1	0.9
O=C(COC(=O)C12CC3CC(CC(C3)C1)C2)Nc1nccs1	1.0	-2.4	-2.7	-3.3	2.3	13.8	1.03	-11.0	0.862
COCCn1c(SCC(=O)N2CCCCCC2)nc2c(c1=O)SCC2	0.1	-5.2	-5.2	-1.9	2.9	-37.6	1.05	2.8	1.38
Cc1cc(-c2ccco2)n(CC(=O)NCCCc2ccccc2)n1	-2.4	1.2	-6.3	-1.5	-3.7	2.9	1.06	-8.4	0.971
NC(=O)c1nnsc1Sc1c(C(N)=O)nnn1-c1cccc(N)c1	-3.1	-9.7	-9.8	-1.3	-2.5	-14.1	1.1	-6.3	1.14
CC(C)c1nc(SCC(=O)N2CCOCC2)c2c(=O)n(C)c(=O)n(C)c2n1	-2.1	-6.1	2.3	-1.7	6.3	23.5	0.977	-9.0	0.765
COc1ccc(CCCc2nnc(SCC(=O)Nc3ncc(C)s3)o2)cc1	-0.5	2.4	-1.1	-3.2	-7.7	-1.2	1.01	-2.4	1.01
C#CCOCCOCCOCCNc1nc(N2CCN(C(=O)Cn3cc(CCCCN)nn3)CC2)nc(N2CCN(C(=O)[C@H](CCCCN)n3cc(CCC(=O)O)nn3)CC2)n1	0.0	1.3	5.2	-1.0	-4.2	-3.3	0.948	-3.4	1.03
CC1(c2ccccc2Cl)NC(=O)N(CC(=O)c2ccc3c(c2)OCO3)C1=O (centres undefined)	-0.1	-1.7	-1.1	8.1	4.4	-8.2	1.01	-8.4	1.08
COc1cccc(COCC(O)Cn2cnc3cc(C)c(C)cc32)c1 (centres undefined)	18.2	-0.4	4.1	-2.9	-11.8	-21.4	0.959	-4.4	1.21
CC1(C)Cc2c(cnn2-c2ccccc2)-c2c1c1ccccc1n2CC(O)CCl (centres undefined)	0.5	2.8	-10.8	-5.8	35.0	15.0	1.11	2.3	0.85
COc1ccc2cc(C3c4cc(OC)c(OC)cc4CCN3C(=O)c3ccco3)c(=O)[nH]c2c1 (centres undefined)	0.1	-3.3	3.6	-2.8	-0.3	-5.0	0.964	-10.9	1.05
c1ccc2c(N3CCOCC3)nc(N3CCOCC3)nc2c1	-0.4	-0.7	0.6	-0.3	-10.2	5.5	0.994	-3.8	0.945
CCOc1ccccc1NC(=O)C(=O)N/N=C/c1ccc([N+](=O)[O-])cc1	1.1	5.2	7.8	-3.1	2.8	-30.4	0.922	-10.9	1.3
CCc1ccc(C(c2ccc(CC)cc2)C(Cl)Cl)cc1	3.1	1.2	-1.2	-7.3	3.2	7.0	1.01	-8.2	0.93
O=c1c2c3c(sc2n2cnnc2n1Cc1ccccc1)CN(Cc1ccccc1)CC3	-3.6	-0.5	10.3	-4.7	13.3	11.7	0.897	6.2	0.883
Oc1ccc(Cl)cc1CNn1cnnc1	3.7	1.8	-3.1	-1.3	-1.6	-1.4	1.03	-3.7	1.01
O=C1c2ccccc2C(=O)N1CCSc1n[nH]c(=S)s1	-2.6	1.0	7.5	-1.7	-4.6	10.1	0.925	53.7*	0.899
CCN(CC)S(=O)(=O)c1ccc(C(=O)Nc2ncn(Cc3ccccc3)n2)cc1	-0.6	0.5	8.7	0.8	-2.2	-6.4	0.913	-6.2	1.06
O=C(Nc1ccc2c(c1)CCCN2C(=O)c1cccs1)c1c(F)cccc1F	-0.3	-4.9	-3.5	-1.1	9.5	-17.4	1.03	-3.1	1.17
Cc1cc(=O)oc2cc(OCc3ccc(C(=O)OCC(=O)Nc4ccccc4OC(F)F)cc3)ccc12	0.7	-1.9	8.0	-3.8	-5.6	-0.2	0.92	-5.5	1
COc1cccc(CNS(=O)(=O)c2ccc3c(c2)CC(C)N3C(C)=O)c1 (centres undefined)	-0.7	-1.0	4.5	-5.0	-3.6	13.1	0.955	-4.4	0.869
CCOc1ccc(NS(=O)(=O)c2ccc3c(c2)N(C(C)=O)CCO3)cc1	1.7	-1.9	3.5	-4.6	-4.6	-2.5	0.965	-3.7	1.02
O=C(COC(=O)[C@H](Cc1ccccc1)NC(=O)c1ccco1)Nc1ccccc1OC(F)F	2.8	-1.7	2.8	0.7	-8.6	12.8	0.972	-5.6	0.872
Cc1ccc(CNC(=O)[C@H](C)[C@H]2C[C@]2(C)[C@H](NC(=O)OCc2ccccc2)c2ccccc2)o1	-0.1	-1.1	-1.6	-4.7	5.1	-0.2	1.02	-9.8	1
COCCn1nnnc1C(c1ccccc1)N1CCN(C)CC1 (centres undefined)	-0.6	-8.3	-7.1	-1.9	-0.7	-10.8	1.07	-5.0	1.11
O=Cc1c(-[n+]2ccccc2)nc([O-])n1-c1ccccc1	-2.6	-0.8	5.6	-5.4	-2.5	-2.0	0.944	-2.8	1.02
C=CCOC(=O)C1=C(C)OC(N)=C(C#N)C1c1ccc2c(c1)OCO2 (centres undefined)	0.9	-1.4	6.8	-1.7	-7.7	2.1	0.932	-11.2	0.979
C=CCc1ccc(OCC(O)CN2CCCCC2)c(OC)c1 (centres undefined)	1.4	-1.7	-4.6	0.5	4.0	11.6	1.05	-2.2	0.884
COc1ccc(/C=N/NC(=O)c2nn(C)cc2Br)cc1CSCc1ccco1	-0.2	-3.4	13.6	-2.8	-1.2	12.1	0.864	-4.7	0.879
CCCCc1nc2sc3c(c2c(=O)[nH]1)CCC3	5.1	2.0	2.6	-1.1	7.2	6.8	0.974	-4.1	0.932
CCn1cnc2cc(NCc3ccc(C)cc3)ccc21	-1.2	-4.7	-2.5	-2.1	0.9	-5.0	1.02	-2.0	1.05
CCC(=O)NC(c1ccco1)c1cc(Cl)c2cccnc2c1O (centres undefined)	-1.1	7.1	14.9	-5.0	-4.7	-15.8	0.851	0.2	1.16
C=CCn1c(SCC(=O)c2ccc(O)c(O)c2)nnc1-c1cccc(Cl)c1	-0.3	-0.5	32.8	-1.8	-7.1	19.5	0.672	-11.1	0.805

Single records (already shown). Order of screens: MPTP inh	APOBEC3A inh	mIAP block	beta cell repl	ATG4B inhibitor	hIAP block	mIAP activ	APOBEC3G inh	hIAP activ
`C=CCc1ccc(OCC(O)CN2CCCCC2)c(OC)c1` (centres undefined) as listed: 1.4	-1.7	-4.6	0.5	4.0	11.6	1.05	-2.2	0.884
`O=Cc1c(-[n+]2ccccc2)nc([O-])n1-c1ccccc1` as listed: -2.6	-0.8	5.6	-5.4	-2.5	-2.0	0.944	-2.8	1.02
`O=C(COC(=O)[C@H](Cc1ccccc1)NC(=O)c1ccco1)Nc1ccccc1OC(F)F` as listed: 2.8	-1.7	2.8	0.7	-8.6	12.8	0.972	-5.6	0.872
`CCCCc1nc2sc3c(c2c(=O)[nH]1)CCC3` as listed: 5.1	2.0	2.6	-1.1	7.2	6.8	0.974	-4.1	0.932

Next section.
SMILES	MPTP inh	APOBEC3A inh	mIAP block	beta cell repl	ATG4B inhibitor	hIAP block	mIAP activ	APOBEC3G inh	hIAP activ
CCOC(=O)C1CN(S(=O)(=O)c2ccc(F)cc2)C1	0.1	-3.8	5.4	2.1	4.1	6.9	0.946	-2.8	0.931
COc1ccc(OC)c(N2C(=NC(=O)C3CCCCC3)SC3CS(=O)(=O)CC32)c1 (centres undefined)	0.1	-0.9	13.0	0.2	3.5	-21.4	0.87	-5.6	1.21
CN(Cc1cnn(-c2ccccc2)c1)C(=O)C1CCC(=O)N(C2CC2)C1 (centres undefined)	-1.7	2.7	0.4	0.4	-8.0	7.8	0.996	-2.1	0.922
CN(c1ccc(OCC(=O)OCC(=O)Nc2ccccc2)cc1)S(=O)(=O)c1cccs1	-1.4	3.4	0.5	0.0	-11.2	0.7	0.995	-5.7	0.993
O=C1CN(C(=O)CSc2nncs2)c2ccccc2N1	-2.2	44.2*	-13.0	-1.2	-3.2	-3.2	1.13	-3.1	1.03
O=[N+]([O-])c1cccc(C(=Nc2ccc(Cl)cc2)NO)c1	4.4	-0.9	9.3	3.8	0.8	-3.8	0.907	-1.6	1.04
Cc1ccccc1S(=O)Cc1ccc(C(=O)NC2CC2)o1 (centres undefined)	0.7	-4.2	-4.1	1.0	-1.2	18.3	1.04	-8.7	0.817
COc1ccccc1NC(=O)C1=C(C)NC(=O)NC1c1cccs1 (centres undefined)	-4.0	-2.1	-0.3	-0.8	0.5	7.2	1	-7.6	0.928
COCCCn1cc(C(=O)c2ccccc2OCC(=O)Nc2cccc(F)c2)cc(C#N)c1=O	0.8	1.3	2.7	-2.2	-8.1	-5.9	0.973	-5.5	1.06
CC(=O)c1cc(-c2ccccc2)n(CC(=O)Nc2cccc(C)c2)c1C	9.3	0.7	-34.6	-1.9	-3.5	-4.9	1.35	-4.3	1.05
O=C(CCCSc1nnc(-c2cccs2)n1CC1CCCO1)c1ccccc1 (centres undefined)	2.7	-0.8	12.6	2.3	0.4	3.4	0.874	-6.6	0.967
C[C@H](NC(=O)N1CCn2c1nc1ccccc12)C(=O)NCC1CCCO1 (some centres undefined)	-2.1	-0.2	-4.4	-3.2	6.0	22.4	1.04	1.4	0.776
Clc1ccc(-c2nnc(-c3ccco3)o2)cc1	-1.1	9.5	-3.5	-2.5	-6.7	-41.4	1.03	4.8	1.41

Screening data deposited in PubChem BioAssay by Sanford-Burnham Center for Chemical Genomics.
